NOD2 inhibition: NOD2 signaling inhibitors, cell-based, luminescence, uHTS, HEK293 (AID 1566); hit rate 0.63% among 290,000; inhibition, % at 4 µM; hits with a dose series show EC50 in µM; HEK293 NOD2/NF-kB luciferase reporter, luminescence; higher % means a stronger effect; further: many of its hits are not listed in these tables
P. falciparum M17LAP: P. falciparum M17LAP inhibitors, primary screen, biochemical, fluorogenic H-Leu-NHMec substrate, 1536-well (AID 1619) | Leucine aminopeptidase (Plasmodium falciparum (isolate 3D7)) | recombinant M17LAP, H-Leu-NHMec fluorogenic kinetic assay; higher % means a stronger effect | inhibition, % at 30 µM; hits with a dose series show IC50 in µM | hit rate 0.38% among 220,000;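 active means compound inhibiting the enzyme by more than half at any dose during confirmatory dose-response retesting; inconclusive means strong single-dose inhibitors picked by rank but not retested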;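 further: plate controls were full reaction with DMSO carrier for no effect and no enzyme background for full effect; strong numbers were not always called active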
P. falciparum M1AAP: P. falciparum M1AAP inhibitors, biochemical, fluorogenic H-Leu-NHMec substrate, 1536-well (AID 1445); Aminopeptidase N (Plasmodium falciparum (isolate 3D7)); recombinant M1AAP, H-Leu-NHMec fluorogenic kinetic assay; higher % means a stronger effect; one-dose inhibition, % at 30 µM; IC50 in µM for titrated hits; hit rate 0.42% among 220,000;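 active means primary inhibition above the hit cutoff, then over 50% inhibition at one or more dose response concentrations, cut at about 23% in these data, passing the limit was not always enough; inconclusive means conflicting primary data, or primary hits not chosen for dose response; inactive means low primary inhibition, or under 50% at every dose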;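 further: plate controls were DMSO full reaction for no effect and no enzyme background for full effect; strong numbers were not always called active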
LYP inhibition: inhibitors of LYP phosphatase, biochemical, fluorescence intensity, uHTS (AID 1779) | Tyrosine-protein phosphatase non-receptor type 22 (Homo sapiens) | recombinant LYP phosphatase, fluorescence intensity; higher % means a stronger effect | inhibition, % at 11.5 µM, or IC50 in µM where a hit was titrated | hit rate 0.054% among 290,000;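 further: plate controls were vehicle with enzyme for no effect and no enzyme for full effect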
Hep lipid drop: inhibitors of hepatocyte lipid droplet formation, primary screen, imaging, high-throughput imaging, BODIPY stain | AID 1656, 2009 | AML12 mouse hepatocytes, oleate lipid droplets | inhibition, % at 6.5 µM | hit rate 0.4% among 240,000;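 active means lipid droplet intensity inhibited by at least 50%, with more than 500 cells counted; inconclusive means wells with under 300 cells, treated as cytotoxic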
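Material – AML12 mouse liver cells · Also added – oleate loading, 100 µM · Compound dosing – 6.5 µM single-point dosing · Times – overnight treatment with compound plus oleate · Measured by – fluorescence imaging, 20x objective, two fields per well · Read-out – percent inhibition of filter-corrected integrated lipid droplet intensity per well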
AID2073: inhibitors of Mint1-CaV2.2 protein interaction, biochemical, HTRF (AID 2073). Voltage-dependent N-type calcium channel subunit alpha-1B (Homo sapiens). HTRF protein-protein interaction, Mint1-CaV2.2; higher % means a stronger effect. inhibition, % at 20 µM, or IC50 in µM where a hit was titrated. hit rate 0.19% among 290,000; in the data active means inhibition mostly above about 51%, no sharp cut-off; inconclusive means no clear call, values can overlap the other calls; inactive means mostly below about 53%; further: some results filed as inactive read as strong as hits
XIAP displacement: XIAP antagonists, biochemical, IAP family, fluorescence polarization (AID 1018); E3 ubiquitin-protein ligase XIAP (Homo sapiens); XIAP BIR domain, fluorescence polarization peptide displacement; higher % means a stronger effect; one-dose displacement, % at 20 µM; IC50 in µM for titrated hits; hit rate 0.007% among 200,000; in the data active means displacement above about 50%; further: a part of the inactive calls stands beside numbers as strong as those of hits
Siah-1 displacement: Siah-1 peptide-binding antagonists, primary screen, biochemical, fluorescence polarization, rhodamine-plectin, uHTS (AID 1817) | E3 ubiquitin-protein ligase SIAH1 (Homo sapiens) | Siah-1 / rhodamine-plectin peptide fluorescence polarization; higher % means a stronger effect | displacement, % at 20 µM, or IC50 in µM where a hit was titrated | hit rate 0.02% among 290,000;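 active means displacement of at least 50% at 20 µM, with a fluorescence ratio check between 0.3 and a set limit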;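 further: plate controls were Siah plus tracer with DMSO for no effect and tracer alone without Siah for full effect; strong numbers were not always called active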
ER stress rescue: rescue of cells from ER stress-induced death, primary screen, 384-well, CSM14.1, thapsigargin, ATP luminescence (AID 1222); CSM14.1 thapsigargin-induced death rescue, ATP luminescence; higher % means a stronger effect; cellular ATP content (survival), % at 20 µM; hits with a dose series show EC50 in µM; 190,000 tested, under 10 active;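 active means EC50 below 50 µM in the dose-response confirmation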;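 further: death triggered by thapsigargin at about 15 µM added after 2 h compound pretreatment; cell ATP read after overnight thapsigargin exposure of roughly 18 to 22 hours; normalized against plate controls of thapsigargin alone and 5% DMSO vehicle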
Hep lipid drop cells 6.5 µM: also measured in Hep lipid drop; calls as there; cell count; measured here: cell count, cytotoxicity flag;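 cells counted across two imaged fields per well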
* hit, by the source's call; u = inconclusive; x = no result given. Unless noted, no stated cut-off is given here; in the data, active means inhibition above about 50%; inactive means the rest. Not all compounds are listed (hit frequency here may not be typical).

SMILES	NOD2 inhibition	P. falciparum M17LAP	P. falciparum M1AAP	LYP inhibition	Hep lipid drop	Hep lipid drop cells 6.5 µM	AID2073	XIAP displacement	Siah-1 displacement	ER stress rescue
CCOC(=O)C1=C(CC)Nc2ccccc2N/C1=N\S(=O)(=O)c1ccc(C(=O)OCC)cc1	-20%	-4%	1%	5%	-2	638	6%	-4.8%	2%	-0.4%
CC(C)OP(=O)(OC(C)C)C1(O)C(=O)Nc2ccccc21 (stereo not drawn)	14%	-12%	-5%	-8%	x	x	-10%	-5.9%	1%	-0.8%
CS(=O)(=O)N1CCC(Oc2ccccc2C(=O)N2CCC[C@H]2CO)CC1	-13%	x	x	-9%	8	682	7%	x	3%	x
CSc1nccc(Oc2cncc(Cl)c2)n1	32%	13%	0%	4%	-26	654	9%	-2.9%	4%	0.2%
CC(=O)Nc1ccc(Nc2nc(Cl)nc(Nc3ccc(NC(C)=O)cc3)n2)cc1	2%	6%	2%	-6%	-3	741	19%	0.8%	2%	2.0%
CC(C)C[C@H](CO)Nc1nc(N(C)c2cccc(Cl)c2)c2ncn(C(C)C)c2n1	5%	-8%	-1%	8%	3	732	18%	x	2%	x
CC(NC(=O)C(=O)NCCC1=CCCCC1)c1ccccc1 (stereo not drawn)	8%	0%	4%	1%	-9	510	-2%	-2.5%	-1%	6.0%
CCNC(=O)O/N=C(\C)c1sc(-c2ccc(Cl)cc2)nc1C	-191%	-7%	6%	-5%	x	x	0%	-5.2%	-4%	0.6%
CCCCn1c(=N)n(CC(O)COc2cccc(C)c2)c2ccccc21 (stereo not drawn)	-2%	3%	2%	-8%	x	x	-11%	-4.5%	2%	-9.3%
CCc1n[nH]c(=S)n1/N=C/c1ccc2c(c1)OCO2	7%	1%	0%	-4%	x	x	-35%	-9.4%	3%	-1.6%
C/C(=N\NC(=O)CCn1nnc2ccccc21)c1cccs1	-2%	7%	0%	-9%	-10	650	-9%	x	0%	x
COCCNC(=O)c1c(N)n(-c2ccccc2)c2nc3ccccc3nc12	-9%	-97%	18%	-11%	x	x	39%	-3.7%	-1%	-0.8%
COc1ccc(CCNC(=O)c2ccccc2NC(=O)C2=C(C)OCCS2)cc1OC	-1%	x	x	-8%	-16	650	9%	x	-5%	x
COc1cc(Br)cc(CNc2ccc(F)c([N+](=O)[O-])c2)c1O	-18%	3%	1%	2%	4	650	-5%	-5.8%	3%	-1.4%
CC(=O)OCc1ccccc1Sc1ccccc1C(=O)NCc1ccccc1	-24%	4%	2%	-6%	-32	725	-22%	x	-5%	x
COc1ccc(/C=C2\CCn3c2nc2cc(C(=O)O)ccc2c3=O)cc1	-4%	x	x	1%	x	x	26%	x	3%	x
CCOc1ccccc1C(=O)N[C@H](C(=O)OCc1cc(=O)oc2cc(C)ccc12)C(C)C	5%	-5%	-1%	1%	-6	660	9%	-5.2%	15%	1.1%
CCCOC(=O)C1C2C=CC3(CN(c4cccc(Cl)c4)C(=O)C13)O2 (stereo not drawn)	7%	18%	21%	-4%	-30	655	-2%	-1.1%	4%	x
O=c1oc(Nc2ccccc2Cl)nc2ccccc12	-21%	-3%	-1%	-4%	-2	656	-6%	-5.2%	4%	-2.2%
Cc1occc1C(=O)N/N=C/c1ccc(N(C)C)cc1	-92%	21%	14%	-6%	9	721	2%	x	14%	x
CC(C)NCc1nnc(-c2ccccc2Cl)o1	11%	-2%	-5%	-3%	10	757	4%	-3.4%	10%	3.6%
Clc1ccc(OCCSc2ncccn2)c2ccccc12	-2%	11%	6%	-6%	x	x	2%	-16%	-1%	-0.3%
CCc1ccc(NC(=O)NCCN2CCN(c3ccc(OC)cc3)CC2)cc1	2%	x	x	-1%	x	x	2%	x	0%	x
COc1cc2c(cc1NC(=O)CSc1nc3ccccc3[nH]1)oc1ccccc12	-2%	-7%	0%	5%	27	679	12%	-3.6%	9%	0.3%
CCc1ccccc1NC(=O)c1cccs1	-12%	-2%	1%	-2%	x	x	3%	0.4%	-1%	-1.3%

(cont.)
SMILES	NOD2 inhibition	P. falciparum M17LAP	P. falciparum M1AAP	LYP inhibition	Hep lipid drop	Hep lipid drop cells 6.5 µM	AID2073	XIAP displacement	Siah-1 displacement	ER stress rescue
O=C(O)CC(NC(=O)C1CCCCC1)c1cc([N+](=O)[O-])ccc1Cl (stereo not drawn)	4%	0%	-2%	-3%	3	738	1%	2.3%	2%	-12%
Cc1ccc(S(=O)(=O)n2ccc3cccnc32)cc1	3%	-4%	10%	-4%	-2	761	13%	-5.8%	10%	10%
S=c1[nH]nc(-c2cc(-c3ccccc3)n[nH]2)n1/N=C/c1ccc(Cl)cc1	27%	1%	4%	2%	0	702	-31%	x	16%	x
COc1ccc([N+](=O)[O-])cc1N(CC(O)CN1C(=O)NC(C)(C)C1=O)S(=O)(=O)c1ccccc1 (stereo not drawn)	4%	x	x	-5%	1	834	3%	x	6%	x
O=C(C1CCCC1)N1CCN(S(=O)(=O)c2ccc(Cl)cc2)CC1	4%	x	x	-6%	-7	799	-16%	x	4%	x
COc1cc(OC)c(OC)cc1/C=N/NC(=O)c1ccc2nc[nH]c2c1	6%	1%	14%	0%	2	688	29%	x	-5%	x
O=C(Nc1cnccn1)c1csc2ccccc12	-27%	12%	8%	0%	-7	720	1%	-3.0%	2%	x
COc1ccc(C)cc1NC(=O)c1ccccc1NS(=O)(=O)c1cccc2cccnc12	15%	-1%	3%	6%	-30	731	12%	-8.5%	0%	1.5%
CCN(/C(N)=N/c1nc(C)cc(C)n1)c1ccccc1	14%	x	x	-6%	x	x	7%	x	2%	x
C/C(=N\NS(=O)(=O)c1cccc([N+](=O)[O-])c1)c1cccnc1	10%	23%	9%	-6%	15	681	3%	-1.5%	-1%	-1.5%
CCC(C)n1c(=S)[nH]c2c(sc3ccc([N+](=O)[O-])cc32)c1=O (stereo not drawn)	44%	9%	4%	-9%	-18	610	-14%	-4.1%	9%	-0.9%
CC(=O)Nc1sc(/C(C#N)=C/c2ccc(Cl)c(Cl)c2)nc1-c1ccc(C)cc1	22%	6%	3%	-2%	6	660	16%	-9.3%	0%	-1.2%
O=[N+]([O-])c1cccc(N(CC2CO2)S(=O)(=O)c2ccccc2)c1 (stereo not drawn)	11%	x	x	-7%	2	738	8%	x	3%	x
CCOc1cc(N2CCOCC2)c(OCC)cc1NC(=O)c1oc2ccccc2c1C	37%	0%	5%	-3%	23	675	15%	-4.6%	10%	0.7%
CCC(CC)C(=O)c1c[nH]c(C(=O)NCc2cccnc2)c1	-8%	-4%	-5%	-5%	-1	707	0%	-8.0%	2%	-0.4%
CCOC(=O)N1CCC(NC(=O)c2ccc3c(c2)ncn3C2CCCC2)CC1	8%	9%	0%	-2%	x	x	10%	-3.5%	-2%	1.4%
COCCNC(=O)COC(=O)C1=Cc2ccccc2OC1	8%	-5%	4%	-3%	5	722	6%	-0.4%	6%	-0.8%
CCCCNC(=O)N1CCN(C/C=C/c2ccccc2)CC1	14%	16%	16%	-6%	-2	705	-8%	-0.3%	-7%	2.2%
CCCCC(=O)Nc1ccccc1N1CCOCC1	16%	0%	0%	-3%	-4	714	-1%	-1.6%	4%	1.0%
CCN(CC)c1ccc(NC(=O)Cn2c(C(C)NC(=O)c3ccc(C)cc3)nc3ccccc32)cc1 (stereo not drawn)	-22%	0%	5%	-8%	22	746	30%	-2.2%	1%	0.2%
COC(=O)[C@@H](NCc1cccc(CN([C@H](C(=O)OC)C(C)C)S(C)(=O)=O)c1)C(C)C	-6%	x	x	-12%	x	x	5%	x	3%	x
CCOC(=O)c1sc(NC(=O)CSc2nnnn2-c2ccc(C)cc2C)nc1C	16%	2%	-4%	-8%	x	x	3%	-0.6%	-1%	-2.8%
COc1ccc(C(=O)NC(Cc2ccc(OC(=O)c3ccc(OC)cc3)cc2)C(=O)O)cc1 (stereo not drawn)	-6%	11%	1%	-3%	-1	735	5%	-7.4%	7%	0.4%
Cn1cc([C@@H]2C[C@H]3CN(Cc4cccc(Cl)c4)C(=O)[C@]34CCCN24)c2ccccc21	-3%	2%	9%	0%	-30	766	11%	-14%	0%	0.2%
Cc1cccc(NS(=O)(=O)Cc2ccccc2)c1C	8%	x	x	-7%	-18	767	6%	x	1%	x

Sorted by the number under XIAP displacement (falling): 3 of the compounds above.
compound,XIAP displacement
CC(=O)Nc1ccc(Nc2nc(Cl)nc(Nc3ccc(NC(C)=O)cc3)n2)cc1,0.8%
CCN(CC)c1ccc(NC(=O)Cn2c(C(C)NC(=O)c3ccc(C)cc3)nc3ccccc32)cc1 (stereo not drawn),-2.2%
Cc1ccc(S(=O)(=O)n2ccc3cccnc32)cc1,-5.8%

(further entries)
SMILES	NOD2 inhibition	P. falciparum M17LAP	P. falciparum M1AAP	LYP inhibition	Hep lipid drop	Hep lipid drop cells 6.5 µM	AID2073	XIAP displacement	Siah-1 displacement	ER stress rescue
O=C(OCC1CC(c2ccccc2Cl)=NO1)c1ccc(Br)cc1 (stereo not drawn)	9%	-11%	3%	-4%	2	614	0%	-2.5%	3%	-1.5%
Oc1ccccc1/C=N/n1cnnc1	1%	-6%	8%	6%	x	x	11%	-2.5%	2%	0.8%
COc1cccc(NC(=O)N2CCC(N3CCCCC3)CC2)c1	-7%	-15%	2%	0%	2	617	4%	-5.0%	0%	28%
CC1CN(C(=O)c2ccncc2)CC(C)O1 (stereo not drawn)	-2%	5%	2%	-5%	-2	673	2%	-11%	-3%	-1.9%
Cc1ccc(-n2ncc3c(N4CCCC4)ncnc32)c(C)c1	-24%	15%	0%	-3%	-3	681	-3%	1.4%	1%	-2.0%
CCCN1CNC(=S)N(c2cc(C)ccc2C)C1	-6%	1%	0%	0%	-17	698	0%	-0.6%	21%	-2.2%
Nc1nonc1-c1noc(CCCN2C(=O)c3ccccc3C2=O)n1	-36%	8%	5%	-3%	x	x	6%	-4.3%	-3%	-1.5%
COc1ccc(C(=O)NC2CC2)cc1OC1CCN(Cc2ccc(Cl)cc2)CC1	-9%	x	x	-11%	-14	640	10%	x	-4%	x
CCn1c(Cc2ccc(OC)cc2)nnc1SCc1nc2ccccc2c(=O)[nH]1	15%	10%	2%	-3%	1	661	-1%	-3.6%	3%	0.2%
Cc1cc(Oc2ccc(-c3ccccc3)cc2)n2ncnc2n1	12%	-5%	2%	2%	x	x	u	-0.9%	3%	0.2%

Bioassay records (PubChem)
